Screening results from PubChem.
BRCA1 expr up: qHTS Assay to Identify Small Molecule Activators of BRCA1 Expression; Potency, µM (highest dose often 46.1 µM), for inactives: at the highest dose activation, actives largely listed as activators; MCF7-BRCA1-FFLuc reporter, luminescence, 48 h; response scale: scaled: vehicle 0%, 10 µM genistein 100%; 1.1% of 380,000 active; active means well fitted activation curve with a large enough effect; further: nearly all actives have a fitted effect of over 80% in size; some results filed as inactive show a strong effect at the top dose
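MCF7-BRCA1-FFLuc, 2000 cells/well; 2 h attach, 37 °C/5% CO2; compound 48 h; luciferase substrate 15 min; luminescence end-point. Norm. to genistein 10 microM max activation and DMSO; concentration-response curves fitted.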
Numbers without * were called inactive. Potency means the concentration at half of the fitted maximal effect. Some of the compounds tested. The share of hits here may be higher or lower than overall.

No.	mol	BRCA1 expr up
1	O=C(NC1CCCCC1)c1[nH]c(C(F)(F)F)nc1-c1ccccc1	13%
2	CCCCC(c1nc2ccccc2[nH]1)n1c(-c2ccccc2)nc2cc(C)c(C)cc21 (stereo not drawn)	9%
3	CC1CCCC(NC(=O)c2cccc(S(=O)(=O)N3CCOCC3)c2)C1C (stereo not drawn)	-1%
4	O=C1Cc2cc(S(=O)(=O)N3CCN(c4ccc(C(=O)O)cc4)CC3)ccc2N1	-16%
5	CC(C)(C)n1nnnc1C(c1ccccc1)N1CCN(c2ncc(C(F)(F)F)cc2Cl)CC1 (stereo not drawn)	-21%
6	CC(C)C[C@H]1CN(CCCC[C@@H]2CNC(=O)C(=O)N2Cc2ccccc2)C(=O)C(=O)N1CC1CCCCC1	14%
7	COc1ccc(CSC(=S)NNc2ccccc2)cc1	-23%
8	CN(C)CCNc1cc(N2CCN(C)CC2)ncn1	-2%
9	Cc1cccc(C)c1NC(=O)c1ccc2sc([C@H]3C[C@H](O)[C@@H](CO)O3)nc2c1	21%
10	CC(C)(C)OC(=O)CC(S(=O)(=O)c1ccccc1)S(=O)(=O)c1ccccc1	-78%

(listing goes on)
No.	mol	BRCA1 expr up
11	O=[N+]([O-])c1cccc(CON=Cc2cc(Cl)ccc2O)c1	8%
12	CC(C)(C)n1nnnc1C(c1ccnc2ccccc12)N1CCN(C/C=C/c2ccccc2)CC1 (stereo not drawn)	-20%
13	CCOC(=O)Nc1ccc2c(c1)C(=NNC(=S)NC)c1ccccc1-2	-6%
14	O=C(Nc1nnc(-c2ccccc2)s1)C1CCCN(C(=O)c2ccoc2)C1 (stereo not drawn)	11%
15	CC(C)CNC(=O)C1(C)CCCN1Cc1ccccc1OC(F)F (stereo not drawn)	2%
16	CC1(C(=O)NS(=O)(=O)c2ccccc2)CCN1C(=O)C1(c2ccc(Cl)cc2)CCC1 (stereo not drawn)	0%
17	Cn1c(=O)c2cc(NC(=O)CCc3cccnc3)ccc2n1Cc1ccc(F)cc1	1%
18	CCCCCCN1C[C@@H](n2cc(C3CC3)nn2)[C@H](O)C[C@@H]1c1ccc(OC)cc1	-10%
19	CC1(C(=O)O)CCCN1C(=O)c1ccccc1OC(F)(F)F (stereo not drawn)	-21%
20	COc1cc(CNc2ncnc3c2ncn3[C@H]2CN(Cc3cccs3)C[C@@H](CO)O2)cc(OC)c1OC	-8%

(more compounds)
No.	mol	BRCA1 expr up
21	CC(C)C(NC(=O)OCc1ccccc1)C(=O)NC(Cc1c[nH]c2ccccc12)C(=O)O (stereo not drawn)	14%
22	C=C1NN(CC#N)C(=O)N1c1ccc(OCc2ccccc2)cc1	10µM*
23	COc1ccc(-c2nc3ccc(Br)cn3c2CC(C)(C)C)cc1OC	0%
24	CC(=O)Nc1cccc(-c2ccnc3c2CC(C)(C(=O)NCc2ccco2)O3)c1 (stereo not drawn)	0%
25	C[C@@H](CO)NC(=O)c1nc[nH]c1C(=O)N[C@H](C)c1ccccc1	9%
26	O=C1NC[C@@H](Cc2ccc(O)cc2)N(CCc2cc(C(F)(F)F)cc(C(F)(F)F)c2)C1=O	18%
27	O=C(CCc1ccccc1)Nc1c(F)cccc1F	65%
28	O=[N+]([O-])c1ccccc1/C=C/c1ccnc2ccccc12	4%
29	COc1cccc(C(C)(O)c2nc(-c3ccc(N(C)C)cc3)cs2)c1 (stereo not drawn)	-4%
30	CCCCCCCCC(=O)c1c(OC)oc(C=O)cc1=O	1%

(more compounds)
No.	mol	BRCA1 expr up
31	CCC(C)C(CO)NCCCn1ccc(NC(=O)OCc2ccccc2)nc1=O (stereo not drawn)	10%
32	CC(C)N1CC2(CC(c3ccccc3C(F)(F)F)=NO2)CN1C(=O)c1ccco1 (stereo not drawn)	8%
33	CC1(C(=O)Nc2cnc3ccccc3c2)CCN1CCc1ccccc1 (stereo not drawn)	-25%
34	C/C=C/c1ccc2c(c1)O[C@@H](CN(C)C(=O)c1ccc(F)cc1)[C@@H](C)CN([C@H](C)CO)S2(=O)=O	-9%
35	Cc1ccc(Cc2c(-c3ccc(C#N)cc3)nc3c(C)cc(Br)cn23)cc1	-15%
36	COCCN(C(=O)COC(=O)c1c(C)nn(-c2ccccc2)c1C)c1c(N)n(Cc2ccccc2)c(=O)[nH]c1=O	-14%
37	CCN(CC)S(=O)(=O)c1ccc(C(=O)NCC(=O)NCc2ccc3c(c2)OCO3)cc1	5%
38	NC(c1ccccc1)c1csc(Nc2ccc(C(=O)NCCO)cc2)n1 (stereo not drawn)	-18%
39	CC1CCCCC12NC(=O)N(CC(=O)Nc1cccnc1)C2=O (stereo not drawn)	-5%
40	CCCNC(=O)C1(C)CCCN(C(=O)c2cccnc2Oc2ccccc2)C1 (stereo not drawn)	-2%

(listing goes on)
No.	mol	BRCA1 expr up
41	O=C(Nc1ccncc1)c1cc(-c2ccccc2)nc2ccccc12	-18%
42	COc1ccc(CNC(=O)Nc2nc(C(N)CCc3ccccc3)cs2)cc1 (stereo not drawn)	-63%
43	COC(=O)C(=O)Nc1cccc2cccnc12	-10%
44	Cc1ccc2c(/C=C/c3ccc(N(C)C)cc3)c(C)cnc2c1	-56%
45	CCCNC(=O)Nc1nc(C(N)c2ccc(OC)cc2)cs1 (stereo not drawn)	0%
46	COCCn1c(SCC(=O)Nc2ccc(F)cc2F)nc2c(c1=O)SCC2	-4%
47	CCCCNC(=O)Cn1c(SCc2ccccc2C)nc2ccncc21	11%
48	C=CCNc1nc(NCCOc2ccccc2Cl)c2sc(-c3ccccc3)cc2n1	-20%
49	O=C(c1[nH]c(C(F)(F)F)nc1-c1ccccc1)N1CCN(CCN2CCOCC2)CC1	10%
50	COc1ccc(C(C)(O)c2nc(-c3cccs3)cs2)cc1 (stereo not drawn)	-39%

Retrieved one by one from the list above, 2 records:
No.	mol	BRCA1 expr up
44	Cc1ccc2c(/C=C/c3ccc(N(C)C)cc3)c(C)cnc2c1	-56%
42	COc1ccc(CNC(=O)Nc2nc(C(N)CCc3ccccc3)cs2)cc1 (stereo not drawn)	-63%

Continued.
No.	mol	BRCA1 expr up
51	O=C(O)CC1(C(=O)O)CC2C=CC1C2 (stereo not drawn)	-8%
52	CC1(C(=O)NS(=O)(=O)c2cccc(OC(F)F)c2)CCN1C(=O)c1ccccc1CCc1ccccc1 (stereo not drawn)	14%
53	CCC/C=C/c1ccc(CN2C(CC(C)C)C(=O)N(Cc3cn(Cc4ccco4)nn3)CCS2(=O)=O)cc1 (stereo not drawn)	-29%
54	CC(C)CCN1CCC[C@]2(N[C@H](c3ccc(C(F)(F)F)cc3)[C@@H]3C(=O)N(Cc4ccccc4)C(=O)[C@@H]32)C1=O	-34%
55	CC(=O)Nc1ccc(CN2C(=O)C(C)ON=C2c2ccccc2-c2ccco2)cc1 (stereo not drawn)	1%
56	O=C(O)C(=Cc1ccnc2ccccc12)C(=O)O	-9%
57	COc1ccc(-c2nc3ccc(Br)cn3c2Cc2cccc(F)c2)cc1OC	-1%
58	CCOC(=O)[C@]12CCC=C1N(Cc1cccc3ccccc13)C(=O)[C@H](CC(=O)NCCc1ccccc1OC)C2	-38%
59	CCCC(=O)N1CCCC1(C)C(=O)Nc1ccc(-n2cncn2)cc1 (stereo not drawn)	4%
60	CCn1c(SCC(=O)NCc2ccco2)nnc1-c1ccc(N(C)C)cc1	14%

New compounds follow
No.	mol	BRCA1 expr up
61	O=C(NCc1ccc(F)cc1)C1CCN(S(=O)(=O)c2ccc(N3CCCC3=O)cc2)CC1	-4%
62	Cc1c(C(=O)NCc2cccc([N+](=O)[O-])c2)sc(=O)n1Cc1ccccc1F	4%
63	CC1(C(=O)NS(=O)(=O)c2cccs2)CCN1C(=O)CC1CCCCC1 (stereo not drawn)	0%
64	COc1ccc(-c2ccc(C(=O)NCC(C)C)c3occc23)c(C)c1	23%
65	CCCNC(=O)C1CC(=O)N(c2ccc(OCc3ccccc3)cc2)C1 (stereo not drawn)	3.2µM*
66	O=C(COC(=O)c1cccc(S(=O)(=O)N2CCCC2)c1)Nc1ccc(Cl)cc1	0%
67	CCOc1ccccc1-c1cc(NC)ncn1	10%
68	CC(C)Oc1cc(F)ccc1-c1cc(C(=O)Nc2ccc(C(C)C)cc2)[nH]n1	-12%
69	CCN(c1ccccc1)S(=O)(=O)c1ccc(C(=O)NC2CCCCC2)cc1	-32%
70	COc1ccc(C#Cc2ccc3c(c2)O[C@H](CN(C)S(=O)(=O)c2ccccc2F)[C@H](C)CN([C@H](C)CO)S3(=O)=O)cc1	-24%

(cont.)
No.	mol	BRCA1 expr up
71	COc1ccc(-c2ccc3[nH]c4c(c3c2)CCN2C(=O)[C@@H]([C@H](C)O)[C@@H](N(C)C(=O)Nc3ccccc3)C[C@@H]42)cc1	-85%
72	Cc1ccc(C(=O)NCCN2CCC(n3c(=O)[nH]c4ccccc43)CC2)cc1F	6%
73	C[C@@H]1CN([C@H](C)CO)C(=O)CCCn2cc(nn2)CO[C@H]1CN(C)C(=O)c1cc(-c2ccccc2)on1	-2%
74	C[C@H](CO)N1C[C@H](C)[C@H](CN(C)S(=O)(=O)c2cccs2)Oc2ncc(-c3cc4ccccc4o3)cc2C1=O	-17%
75	O=C(Nc1ccc(F)c(Cl)c1)C1Cc2c(-c3ccc4c(c3)OCO4)ccnc2O1 (stereo not drawn)	-19%
76	CCN(CC)c1ncnc2c1ncn2[C@H]1CN(Cc2ccccc2)C[C@@H](CO)O1	20%
77	COc1ccc(S(=O)(=O)N(C)C[C@@H]2Oc3cc(Br)ccc3S(=O)(=O)N([C@H](C)CO)C[C@@H]2C)cc1	-24%
78	COc1ccccc1N(CC(=O)N1CCN(Cc2ccccc2)CC1)S(=O)(=O)c1ccccc1	-6%
79	COc1ccc(-c2coc3c(C(=O)NCCN4CCOCC4)cccc23)c(C)c1	-45%
80	Cc1ccc(NC(=O)COC(=O)Cc2c[nH]c3ccccc23)cc1	5%

Additional results follow:
No.	mol	BRCA1 expr up
81	CC(=O)NCCCc1ccc(C(=O)COC(=O)CNC(=O)c2ccc3ccccc3c2)cc1	16%
82	CCOC(=O)N(C)C[C@@H]1OCc2ccccc2-c2c(n(C)c3ccccc23)C(=O)N([C@H](C)CO)C[C@H]1C	5%
83	COc1ccc(C(O)c2nc(-c3ccc(C)c(C)c3)cs2)cc1 (stereo not drawn)	33%
84	Cc1ccc(NC(=O)C2(C)CCN2C(=O)Cc2cc(F)ccc2F)cc1 (stereo not drawn)	18%
85	CCc1ccc2[nH]c(=O)c(CN(Cc3ccccc3)Cc3nnnn3Cc3ccccc3)cc2c1	-11%
86	CCC(C)[C@H]1CNC(=O)C(=O)N1CCCCC1CCCCC1 (stereo partly drawn)	8%
87	CC(=O)c1ccc(N2CCN(C(=O)C(=O)c3cn(CC(=O)N4CCOCC4)c4ccccc34)CC2)cc1	14%
88	CC1(C(=O)Nc2ccccc2)CCN1C(=O)C1(c2ccc(Cl)cc2)CC1 (stereo not drawn)	-10%
89	CC(C)(C)Cc1c(-c2ccco2)nc2ccc(Cl)cn12	-4%
90	CC(C)CC1C(=O)N(Cc2cn(CCC3OCCCO3)nn2)CCS(=O)(=O)N1Cc1ccc(-c2ccc(Cl)cc2)cc1 (stereo not drawn)	-10%

The listing continues:
No.	mol	BRCA1 expr up
91	Cc1cc(Br)cn2c(Cc3cccc(F)c3)c(-c3ccc(F)cc3)nc12	0%
92	CC1(Cc2ccccc2Cl)C(=O)Nc2cc(-c3ccccc3Cl)ccc21 (stereo not drawn)	-30%
93	CCC(CC)C(=O)N(C)c1c(C)nc2c(OCc3ccc(Cl)cc3)cccn12	0%
94	C(=C\c1ccccc1)/CN1CCN(C(c2cccc3ccccc23)c2nnnn2C2CCCC2)CC1 (stereo not drawn)	-23%
95	Cc1ccnc2ccc(F)cc12	109%
96	CN(Cc1ccccc1)C(=O)[C@@H]1CCCN1C(=O)OC(C)(C)C	9%
97	COc1cc2c(NC3CCN(C)CC3)nc(N3CCCN(C)CC3)nc2cc1O	7%
98	O=C(NCCCn1ccnc1)c1sc2cc([N+](=O)[O-])ccc2c1Cl	63%
99	COCCNC(=O)C1CCCN(C(=O)COc2ccc(C(C)(C)C)cc2)CC1 (stereo not drawn)	24%
100	Cc1nn(CC(=O)NC2CCCCC2)c(C)c1[N+](=O)[O-]	0%

An excerpt of these results, as labelled records.
#92 CC1(Cc2ccccc2Cl)C(=O)Nc2cc(-c3ccccc3Cl)ccc21 (stereo not drawn)
  BRCA1 expr up = -30%
#93 CCC(CC)C(=O)N(C)c1c(C)nc2c(OCc3ccc(Cl)cc3)cccn12
  BRCA1 expr up = 0%
#94 C(=C\c1ccccc1)/CN1CCN(C(c2cccc3ccccc23)c2nnnn2C2CCCC2)CC1 (stereo not drawn)
  BRCA1 expr up = -23%
#95 Cc1ccnc2ccc(F)cc12
  BRCA1 expr up = 109%

Remaining list, next part
No.	mol	BRCA1 expr up
101	CC(=O)Nc1cc(-c2ccc(CO)cc2)cn2c(-c3ccc(F)cc3)cnc12	-2%
102	Cn1cccc([N+](=O)[O-])c1=O	6%
103	CC(=O)NCCCN(Cc1ccc(Cl)c(Cl)c1)c1ccc(Br)cn1	-28%
104	COc1ccc(CNC(=O)CC[C@H]2O[C@@H](n3cnc4c(NC(=O)c5ccccc5)ncnc43)[C@H](O)[C@@H]2O)cc1	-1%
105	Cc1ccc2nc(-c3cccc(Br)c3)c(Cc3cccc(Cl)c3)n2c1	4%
106	CCc1nc2ccc(C(=O)Nc3ccc(OC)c(OC)c3)cn2c1N(C)Cc1nccs1	-12%
107	Cc1ccc(-c2nc3ccc(C)cn3c2Cc2cccc(F)c2)cc1	15%
108	Cc1ccc(S(=O)(=O)NN=Cc2ccco2)cc1	51%
109	CCN1C(=O)[C@H]2[C@@H](c3ccc(C(F)(F)F)cc3)N[C@]3(CCCN(Cc4ccc(C)cc4)C3=O)[C@H]2C1=O	-6%
110	COc1ccc(CC(=O)Nc2ccc3c(c2)OC2(CCCC2)O3)c(OC)c1	-31%
111	C[C@@H]1CN([C@@H](C)CO)C(=O)CCCn2nncc2CO[C@H]1CN(C)Cc1ccc2c(c1)OCCO2	2%
